HCMV inh = blocks human cytomegalovirus replication. HFF cells, HCMV-luciferase reporter, 72 h; active compounds read low. activity change, negative = inhibition, % at 57.5 µM. 410,000 compounds, 4.5% hits. AID 1259415; in the data active means activity change below about -60%; inconclusive means no clear call, values can overlap the other calls; inactive means above about -39%
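Compounds were evaluated in HFFs infected with an HCMV luciferase reporter virus (MOI 1 PFU/cell). Luciferase in lysates collected 72 h post infection served as the replication measure.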
AMA1 RON2 block = disrupts binding of P. falciparum AMA1 to RON2; AlphaScreen AMA1-biotinylated RON2 peptide binding; Potency, µM (doses to about 58.2 µM), for inactives: at the top dose activity change, negative = inhibition, usual class: inhibitors; AID 720542; 360,000 compounds, 0.2% hits; active means well fitted inhibition curve with a large enough effect; inconclusive means small, poorly fitted or top-dose-only effect; inactive means no such curve, though single readings can be large or run the other way;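 further: potency means the concentration at half of the fitted maximal effect; 0% = vehicle wells and -100% = peptide control; nearly all actives have a fitted effect of over 45% in size; some results filed as inactive show a strong effect at the top dose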
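AMA1 (3D7) with his tag at 25 nM final met compounds first, then biotinylated RON2 peptide at 25 nM; detection used donor plus acceptor beads, 10 µg/mL apiece, read by AlphaScreen after 30 min at room temperature.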
The depositor's hits bear a star; u = inconclusive; [ ] = another dose, or the depositor's remark. Unless noted, on the % scale 0 is the no-effect control and ±100 the full control effect.

Value order: HCMV inh	AMA1 RON2 block
- O=Cc1cn(-c2ccccc2)nc1-c1cccc([N+](=O)[O-])c1
→ -1	-6%
- CCc1nc2c(OCc3ccc(OC)cc3)cccn2c1N(C)C(=O)C(C)C
→ -22	8%
- CCN(C)C1CN(Cc2cn(Cc3ccccc3)nn2)S(=O)(=O)C1 (stereo not given)
→ 14	2%
- CN(Cc1ccccc1)C(=O)c1ccc(Nc2nc(C(N)Cc3ccccc3)cs2)nc1 (stereo not given)
→ -29	44%[activator]
- Cc1ccc(S(=O)(=O)NC(=O)C2(C)CCN2C(=O)CC2CCCC2)cc1 (stereo not given)
→ 42	3%
- CN1C2=C(C(=O)CC(C)(C)C2)C(c2cccs2)C2=C1CC(C)(C)CC2=O
→ 44	-5%
- CC(=O)Nc1ccc(NC(=O)COc2cccc3ccccc23)cc1
→ 23	2%
- O=C1C2C3C=CC(O3)C2C(=O)N1Nc1ccccc1 (stereo not given)
→ -2	23%
- Cn1ccc2c(N3CCCCC3)cc3c(c21)C1CCC3C1 (stereo not given)
→ -22	16µM*
- CC1CN(C(=O)COC(=O)c2cc(=O)[nH]c3ccccc23)CC(C)O1 (stereo not given)
→ 6	-6%
- Oc1ccccc1C=NNC(=S)NN=Cc1ccccc1O
→ u	38%[activator]
- N#C[C@H]1C(O)C(O)c2ccccc2N1C(=O)c1ccccc1 (stereo not given in full)
→ 19	-3%
- Nc1nc(SCc2ccccc2Cl)c2ncn(C3OC(CO)C(O)C3O)c2n1 (stereo not given)
→ -17	6%
- Cc1cc(/C=N/NC(=O)c2ccoc2C)cc(C)c1O
→ 82	53%[activator]
- CCCn1cnc2c(SCc3ccccc3F)nc(N)nc21
→ 0	0%
- O=c1[nH]c2ccccc2nc1-c1nnnn1C1CCCC1
→ 10	-11%
- COc1cccc(-c2ccc3c(c2)O[C@H](CN(C)C(=O)c2ccccc2F)[C@H](C)CN([C@H](C)CO)S3(=O)=O)c1
→ -8	14%
- Fc1ccc2nc(-c3ccccc3)ccc2c1
→ 1	42%[activator]
- CCOc1ccc(CCN2C(=S)N([C@@H](Cc3ccc(O)cc3)CN3CCC[C@@H]3CN3C(=S)NC[C@@H]3Cc3ccc(O)cc3)C[C@@H]2Cc2ccc(O)cc2)cc1
→ -26	12%
- CCOc1cc(N2CCOCC2)c(OCC)cc1NC(=O)c1cccc(S(=O)(=O)N2CC(C)OC(C)C2)c1 (stereo not given)
→ -34	0%

In the list so far, four contain a carbonyl joined to an NH by a bond outside any ring:
Value order: HCMV inh	AMA1 RON2 block
- Cc1ccc(S(=O)(=O)NC(=O)C2(C)CCN2C(=O)CC2CCCC2)cc1 (stereo not given)
→ 42	3%
- CC(=O)Nc1ccc(NC(=O)COc2cccc3ccccc23)cc1
→ 23	2%
- Cc1cc(/C=N/NC(=O)c2ccoc2C)cc(C)c1O
→ 82	53%[activator]
- CCOc1cc(N2CCOCC2)c(OCC)cc1NC(=O)c1cccc(S(=O)(=O)N2CC(C)OC(C)C2)c1 (stereo not given)
→ -34	0%

The main list resumes; the 5 compounds before the break are reprinted first.
Value order: HCMV inh	AMA1 RON2 block
- O=c1[nH]c2ccccc2nc1-c1nnnn1C1CCCC1
→ 10	-11%
- COc1cccc(-c2ccc3c(c2)O[C@H](CN(C)C(=O)c2ccccc2F)[C@H](C)CN([C@H](C)CO)S3(=O)=O)c1
→ -8	14%
- Fc1ccc2nc(-c3ccccc3)ccc2c1
→ 1	42%[activator]
- CCOc1ccc(CCN2C(=S)N([C@@H](Cc3ccc(O)cc3)CN3CCC[C@@H]3CN3C(=S)NC[C@@H]3Cc3ccc(O)cc3)C[C@@H]2Cc2ccc(O)cc2)cc1
→ -26	12%
- CCOc1cc(N2CCOCC2)c(OCC)cc1NC(=O)c1cccc(S(=O)(=O)N2CC(C)OC(C)C2)c1 (stereo not given)
→ -34	0%
- O=C(CSc1ncn[nH]1)N1N=C2/C(=C\c3ccco3)CCCC2C1c1ccco1 (stereo not given)
→ -11	0%
- CC(=O)OC[C@@H]1CN(Cc2ccccc2)C[C@H](n2cnc3c(NC4CC4)ncnc32)O1
→ 11	0%
- COc1cc(Br)ccc1NC(=O)c1ccccc1-c1ccccc1C(=O)O
→ 23	-2%
- Cn1cnc2ncnc(Oc3ccc(Br)cc3)c21
→ 3	0%
- CN(C)CCCNc1nc2cc(-c3cccc(Cl)c3)sc2c(=O)n1C
→ -26	-11%
- COCCNc1nc(NCc2ccc(NC(C)=O)cc2)c2sc(-c3ccccc3)cc2n1
→ -98*	-21%
- CCc1ccc2cc(F)cc(F)c2n1
→ -1	6%
- Cc1ccc(OCCSc2nc3ccccc3n2CCC(=O)O)c(C(C)C)c1
→ 57	-5%
- CC1(C(=O)Nc2ccc3c(c2)OCO3)CCN1C(=O)Cc1cccs1 (stereo not given)
→ -2	-19%
- OC[C@@H]1CN(Cc2ccc(-c3ccccc3)cc2)C[C@H](n2cnc3c(N4CCOCC4)ncnc32)O1
→ u	-26%
- CC1(C(=O)NS(=O)(=O)c2ccccc2)CCN1C(=O)c1ccccc1 (stereo not given)
→ -36	15%
- COC(=O)C1(C)CCCC2(C)c3cc(OC)ccc3C(=O)C(Br)C12 (stereo not given)
→ -16	-7%
- C[C@@H]1CN([C@H](C)CO)C(=O)CCCn2nncc2CO[C@H]1CN(C)S(=O)(=O)c1ccc(-n2cccn2)cc1
→ -10	11%
- COc1cccc(CN(C)C(=O)C2CCCN(C(=O)c3ccc(Cl)cc3)C2)c1 (stereo not given)
→ -20	-1%
- CCCCNC(=O)c1nc(C2CCN(S(=O)(=O)c3ccc(C(F)(F)F)cc3)CC2)oc1-c1ccccc1
→ -4	10%
- O=C(NCc1ccccc1)c1cc(C2COCCN2C(=O)c2cccs2)on1 (stereo not given)
→ 2	-5%
- Cn1c(-c2ccccc2)c(Sc2ccccc2)c2cc(-c3ccc4[nH]ccc4c3)ccc21
→ -12	-5%
- CC(=O)OC1C(O)C(C)OC(OC2C(OC(=O)C3CCC4C(C3)OC3(CC(OC(=O)/C=C/c5ccccc5)C(C)CO3)C43CO3)OC(C)C(O)C2OC(C)=O)C1O (stereo not given)
→ -98*	13%
- CCOC(=O)c1cnc2cc(-c3ccc(C)cc3)nn2c1C
→ 11	12%
- O=c1cc(CN(Cc2ccccc2)Cc2ccccc2)c2c(ccc3ccccc32)o1
→ 22	16%
- COC(=O)C1(F)C(=O)NC(=O)NC1O (stereo not given)
→ 39	10%
- COc1cc(C=NNc2ccccc2)ccc1OC(=O)c1ccccc1
→ 15	-2%
- CC(=O)c1ccccc1C(=O)N1CCC(CCC(=O)NCc2ccc(F)cc2)CC1
→ -29	-4%
- COCCNC(=O)C1CCCN(C(=O)c2cncc(Br)c2)CC1 (stereo not given)
→ 0	17%
- CCOC(=O)COc1c(Cl)cc(/C=C2\N=C(C)OC2=O)cc1OC
→ 1	14%
- Cc1ccc(NC(=O)CCCN2C(=O)C(c3ccccc3)Oc3cccnc32)c(C)c1 (stereo not given)
→ u	-5%
- Cn1cccc1CN1CCC[C@]2(N[C@H](c3ccc(C(F)(F)F)cc3)[C@@H]3C(=O)N(Cc4ccccc4)C(=O)[C@@H]32)C1=O
→ 14	-21%
- COc1ccc(C=C(C(=O)c2ccccc2)c2ccccc2)cc1
→ u	-5%
- Cc1ccc(Cl)c(NC(=O)CN2C(=O)C(C)N(c3ccc(F)cc3)C2=O)c1Cl (stereo not given)
→ -24	2%
- Cc1c(/C(O)=C2\C(=O)C(=O)N(CCCN(C)C)C2c2cccs2)cnn1-c1ccccc1 (stereo not given)
→ u	0%
- COC(=O)c1cc2c(ccc3ccccc32)oc1=O
→ 9	1%
- O=C(c1ccccn1)N(Cc1ccco1)C1(C(=O)Nc2ccc(Br)cc2)CCCCC1
→ -4	17%
- Cc1cccc2c(C(=O)O)c3cccc(C)c3nc12
→ 9	-13%
- CSCCC(C)N1CCC(Oc2ccc(C(=O)NCc3ccccn3)cc2)CC1 (stereo not given)
→ 14	54%[activator]
- Cc1cccc(C(=O)NNC(=O)c2ccc3ccccc3c2)c1
→ -10	62%[activator]
- CC(C)c1cc(C(=O)OCC(=O)NC2CC2)c(O)c(C(C)C)c1
→ -6	3%
- CCC1OC(C)Cc2[nH][nH]c(=O)c21 (stereo not given)
→ -3	3%
- CC(CNC(=O)c1ccccc1Cl)NC(=O)c1ccccc1Cl (stereo not given)
→ 129	1%
- COCC(=O)N1CCC(c2nc3ccccc3[nH]2)CC1
→ 0	6%
- CCOC(=O)/C(=C\c1ccccc1)C(=O)CCN1CCOCC1
→ 24	4%
- CCN(CC)CCN=c1c(C)nc(C#N)c(N)n1O
→ 1	179%[activator]
- C=C1C(=O)[C@]23C[C@H]1CCC2[C@@]1(C)C(C[C@@H]3O)[C@](C)(C(=O)OC)CC[C@@H]1OC(C)=O (stereo not given in full)
→ -101*	0%
- COc1ccc(CNC(=O)C2(C)Cc3c(-c4cccc(C(N)=O)c4)ccnc3O2)cc1OC (stereo not given)
→ 67	0%
- COc1ccccc1-c1ccc2c(c1)C(C)(Cc1ccccc1C#N)C(=O)N2 (stereo not given)
→ -5	-14%
- C=C1[C@@H](O)[C@H](CC(C)C)N(Cc2ccccc2Br)S1(=O)=O
→ -32	8%
- CCN(CC)C(=O)C1=C(C)N(Cc2ccc(C(C)(C)C)cc2)C(=O)C(CC(=O)NCCN2CCOCC2)C1 (stereo not given)
→ -3	5%
- CCC1(C2=CCCCC2)C(=O)NC(=O)N=C1N (stereo not given)
→ 11	-7%
- O=C(NCc1cccs1)C1Cc2c(-c3ccccc3Oc3ccccc3)ccnc2O1 (stereo not given)
→ 1	-14%
- C[C@H]1CN([C@@H](C)CO)S(=O)(=O)c2ccc(Br)cc2O[C@H]1CN(C)Cc1ccccc1
→ 11	9%
- CC(C)N1CCC(C)(C(=O)Nc2cccc3c2CCCC3)C1 (stereo not given)
→ 11	-1%
- COc1ccc(-c2cc(C(=O)Nc3cc(OC)c(OC)c(OC)c3)[nH]n2)c(C)c1
→ 22	-4%
- CCOC(=O)C1(C(=O)OCC)CCN(S(=O)(=O)c2ccccc2)CC1
→ 1	29%
- NC(CCc1ccccc1)c1csc(NC(=O)Nc2ccccc2Oc2ccccc2)n1 (stereo not given)
→ -12	65%[activator]
- C[C@@H]1CC2=C(C(=O)OC(C)(C)O2)[C@H](c2ccc(Cl)cc2)O1
→ -11	5%
- CC(=O)Oc1[nH]c(=O)c2cccc3c2c1CCC3
→ 67	-13%
- COc1cccc(CSC(C(=O)O)c2ccccc2)c1 (stereo not given)
→ 3	-4%
- O=C(C=C1NCCN1)c1ccccc1
→ 64	-2%
- COc1ccccc1-c1cnc(C(O)c2cc(Cl)cc(Cl)c2)[nH]1 (stereo not given)
→ u	-2%
- Clc1ccccc1CNCc1ccc2c(c1)OCO2
→ -7	9%
- Nc1ccn(C2OC(CO)C(O)C2F)c(=O)n1 (stereo not given)
→ -82*	12%

Two records picked at random from the list so far, as already listed:
Value order: HCMV inh	AMA1 RON2 block
- CCOC(=O)C1(C(=O)OCC)CCN(S(=O)(=O)c2ccccc2)CC1
→ 1	29%
- O=C(C=C1NCCN1)c1ccccc1
→ 64	-2%

New compounds follow:
Value order: HCMV inh	AMA1 RON2 block
- C[C@@H]1CN([C@H](C)CO)C(=O)CCCn2nncc2CO[C@@H]1CN(C)S(=O)(=O)c1cn(C)cn1
→ 25	7%
- CCN(CC)CCC=C(c1cccs1)c1cccs1
→ -25	-10%
- CC1=C(C(=O)N(C(C)C)C(C)C)CC(CC(=O)NCc2cccs2)C(=O)N1CCC1=CCCCC1 (stereo not given)
→ -22	-1%
- CCN(C(=O)COC(=O)/C=C/c1ccc2c(c1)OCO2)c1c(N)n(Cc2ccccc2)c(=O)[nH]c1=O
→ -23	1%
- CN(Cc1ccccc1)C(=O)c1ccc(NC(=O)Cc2ccc(NC(=O)C3CCN(C(=O)C4CCC4)CC3)cc2)cc1
→ 21	-11%
- CC1CCc2sc3c(c2C1)c1ncnn1c(=O)n3CC(=O)c1ccc(Br)cc1 (stereo not given)
→ 21	-1%
- O=C(CNC(=O)c1ccccc1)Sc1ccccc1
→ 24	52%[activator]
- CC(=O)Nc1cnc(-c2cc(C)c(O)c(C)c2)cn1
→ 193	1%
- Cc1cn(CC(=O)NCCN2CCOCC2)c(=O)[nH]c1=O
→ -4	-3%
- O=C(ON=C1CCSCC1)c1ccccc1
→ 1	0%
- CC(C)c1ccc(CNc2nc(NCC3CC3)nc3ccsc23)cc1
→ -62*	-13%
- CCc1nc2ccc(C(=O)NCCCN3CCCC3=O)cn2c1N(C)CCC(C)C
→ 11	-1%
- O=C(NCc1ccccc1Cl)c1csc([C@@H]2O[C@H](CO)[C@H](O)[C@H](O)[C@H]2O)n1
→ 19	7%
- C[C@H]1CN([C@@H](C)CO)S(=O)(=O)c2ccc(Br)cc2O[C@@H]1CN(C)C(=O)CCN1CCCCC1
→ 7	4%
- CC(=O)Nc1cccc(C(=O)Nc2cc(C(F)(F)F)ccc2-n2cncn2)c1
→ -11	-5%
- O=C(Cn1sc2ccccc2c1=O)Nc1ccc(F)cc1
→ u	3%
- COC(=O)c1ccc(Cn2c(C)c(C(=O)NCc3ccc([N+](=O)[O-])cc3)sc2=O)o1
→ -14	-8%
- Cc1ccc(-c2noc(CN(C(=O)CCCN3C(=O)c4ccccc4C3=O)C(C)C)n2)cc1
→ -5	-4%
- O=C(Nc1c(-c2ccc3c(c2)OCO3)[nH][nH]c1=O)c1ccccc1
→ u	-7%

The list is partial; count on the stated rates, not on these rows.
